KDM4E inh: qHTS Assay for Inhibitors of Human Jumonji Domain Containing 2E (JMJD2E); Lysine-specific demethylase 4E (Homo sapiens), B2RXH2; JMJD2E catalytic domain, FDH-coupled NADH fluorescence (FDH is formaldehyde dehydrogenase); Potency, µM (doses to about 57.1 µM), for inactives: at the highest dose activity change, negative = inhibition, most hits filed as inhibitors; 1.6% of 230,000 active; active = well fitted inhibition curve with a large enough effect, not every such curve was filed as active; inconclusive = small, poorly fitted or top-dose-only effect, or another doubt; inactive = no such curve, though single readings can be large or run the other way;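 note: 0% = wells with enzyme and -100% = buffer wells without enzyme; nearly all actives have a fitted effect of over 50% in size; many of its hits are not listed in these tables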
Target sequence (B2RXH2 1-337 limits assumed): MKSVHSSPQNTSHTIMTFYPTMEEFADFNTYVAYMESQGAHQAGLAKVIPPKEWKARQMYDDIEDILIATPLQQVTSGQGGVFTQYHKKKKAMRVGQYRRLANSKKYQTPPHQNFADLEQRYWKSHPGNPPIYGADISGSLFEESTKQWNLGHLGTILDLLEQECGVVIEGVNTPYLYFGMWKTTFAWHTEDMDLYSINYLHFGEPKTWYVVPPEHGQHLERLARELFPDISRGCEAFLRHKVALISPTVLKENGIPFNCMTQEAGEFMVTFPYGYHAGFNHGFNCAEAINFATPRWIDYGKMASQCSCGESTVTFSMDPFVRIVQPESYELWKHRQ
RGS12 GoLoco inh: qHTS Assay for Inhibitors of RGS12 GoLoco Motif Activity (Red Fluorophore); Gai1:RGS12 GoLoco peptide FP, rhodamine, 10 min; Potency, µM (series often up to 61.6 µM), for the others: at the top dose activity, negative = inhibition, hits mostly inhibitors; 0.44% of 230,000 active; AID 880, 2007; active = well fitted inhibition curve with a large enough effect, not every such curve was filed as active; inactive = no such curve, though single readings can be large or run the other way; note: % is set by controls: 0 for no effect and ±100 for the full control effect; nearly all actives have a fitted effect of over 30% in size; many of its hits are not listed in these tables
TR SRC2 fluor cs: Total Fluorescence Counterscreen for Inhibitors of the Interaction of Thyroid Hormone Receptor and Steroid Receptor Coregulator 2. Potency, µM (series often up to 106 µM), for inactives: at the top dose fluorescence change, negative = quenching. 0.29% of 280,000 active. TRb/SRC2 Texas Red total fluorescence interference; active = well fitted curve in either direction with a large enough effect; inconclusive = small, poorly fitted or top-dose-only effect; note: % is set by controls: 0 for no effect and ±100 for the full control effect
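Human TRb ligand-binding domain at 0.6 uM with 20 nM Texas Red SRC2 peptide in Tris buffer containing 1 uM T3 and 5% DMSO, incubated with compound 5 h at ambient temperature. Total fluorescence (555/632 nm) calculated as parallel + 2 × perpendicular.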
SMN2 splice enh: qHTS Assay for Enhancers of SMN2 Splice Variant Expression. HEK293 SMN2-luciferase splicing reporter, luminescence, 30-36 h. Potency, µM (top dose mostly 46.1 µM), inactives show at the top dose activity change, positive = activation, actives largely listed as activators. 2.8% of 210,000 active. AID 1458, 2008; note: % of control where 0% means no effect; nearly all actives have a fitted effect of over 55% in size
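HEK293 cells carry an SMN2 minigene-luciferase reporter in which exon 7 inclusion puts luciferase in frame. Cells were seeded at 2000 cells/well, attached for 10-12 hours, then exposed to compounds for 30-36 hours at 37C before ONE-Glo luminescence.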
TRb SRC2 PPI: qHTS for Inhibitors of the Interaction of Thyroid Hormone Receptor and Steroid Receptor Coregulator 2. Thyroid hormone receptor beta (Homo sapiens), P10828. TRbeta-SRC2 peptide binding, fluorescence polarization; receptor liganded with 1 µM T3. Potency, µM (series often up to 106 µM), for inactives: at the top dose activity change, negative = inhibition, most hits filed as inhibitors. 0.065% of 280,000 active;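 note: plate controls were bound peptide for no effect and peptide without receptor for full effect; nearly all actives have a fitted effect of over 50% in size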
Target sequence (P10828 whole entry, looked up): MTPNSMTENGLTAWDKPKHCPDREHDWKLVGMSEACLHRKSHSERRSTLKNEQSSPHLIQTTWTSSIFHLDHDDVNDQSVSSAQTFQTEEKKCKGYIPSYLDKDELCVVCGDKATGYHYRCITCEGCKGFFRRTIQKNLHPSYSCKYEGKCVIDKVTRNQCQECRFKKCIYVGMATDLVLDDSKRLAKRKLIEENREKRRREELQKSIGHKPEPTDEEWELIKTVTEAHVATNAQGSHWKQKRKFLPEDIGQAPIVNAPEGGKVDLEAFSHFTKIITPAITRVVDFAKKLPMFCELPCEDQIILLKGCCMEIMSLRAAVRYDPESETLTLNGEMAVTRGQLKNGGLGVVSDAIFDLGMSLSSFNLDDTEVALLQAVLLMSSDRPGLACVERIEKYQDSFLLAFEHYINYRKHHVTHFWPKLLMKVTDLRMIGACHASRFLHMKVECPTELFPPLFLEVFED
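Decrease in fluorescence polarization of 20 nM Texas Red SRC2 coactivator peptide flagged inhibition of its binding to 0.6 uM TRb LBD; 1 uM T3 included, incubation 5 hr, ex 555/em 632 nm.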
Lamin A splicing: qHTS Assay for Modulators of Lamin A Splicing; HeLa LMNA splicing GFP/RFP minigene ratio, 48 h; Potency, µM (top dose mostly 46.1 µM), for inactives: top-dose ratio change, negative = inhibition, usual class: inhibitors; 0.01% of 200,000 active; active = well fitted inhibition curve with a large enough effect in the signal ratio, with a control signal flat, not every such curve was filed as active; inconclusive = small, poorly fitted or top-dose-only effect, or effect the other way, or a change in a side signal; the % refers to the signal ratio; note: % is set by controls: 0 for no effect and ±100 for the full control effect
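S3 HeLa stable clones carrying a lamin A-EGFP splicing minigene plus DsRed2 were seeded at 600 cells/well in Opti-MEM with 2% FBS, pin-dosed and incubated 48 h at 37°C. Acumen cytometry (488 nm) gave the GFP/RFP total-intensity ratio.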
RECQ1 inh: qHTS Assay for Inhibitors of RecQ-Like Dna Helicase 1 (RECQ1). ATP-dependent DNA helicase Q1 (Homo sapiens), P46063. RECQ1 DNA unwinding, red fluorescence kinetic read. Potency, µM (top dose mostly 57.3 µM), for the others: top-dose activity, negative = inhibition, actives largely listed as inhibitors. 0.54% of 240,000 active. AID 2549, 2010;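 note: plate controls were vehicle for no effect and no enzyme for full effect; nearly all actives have a fitted effect of over 30% in size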
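RECQ1T1 50 nM; forked duplex (20 bp + 30-nt ss tails) 200 nM, ATP 2 mM final; pH 8.0, 2 mM MgCl2, 2.5 ug/ml poly(dI-dC); 15 min compound preincubation; discontinuous kinetic read over 2 h at RT.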
ALDH1A1 inh: qHTS Assay for Inhibitors of Aldehyde Dehydrogenase 1 (ALDH1A1); 7.3% of 220,000 active; Purified ALDH1A1, NADH fluorescence, propionaldehyde substrate; Potency, µM (top dose mostly 75.3 µM), without a hit: top-dose activity, negative = inhibition, most hits filed as inhibitors; AID 1030, 2008; active = well fitted inhibition curve with a large enough effect, not every such curve was filed as active; inconclusive = small, poorly fitted or top-dose-only effect, or another doubt; inactive = no such curve, though single readings can be large or run the other way;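 note: plate controls were no enzyme wells and a reference inhibitor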
* hit, by the source's call; i = inactive; ? = inconclusive; . = no result given; [ ] = remark or other dose. Unless noted, calls come from the whole dose curve; as a rule, active = well fitted curve in the direction sought with a large enough effect; inconclusive = small, poorly fitted or top-dose-only effect, or another doubt; inactive = no such curve, though single readings can be large; an effect the other way counts as inactive or inconclusive. Potency is the fitted concentration of half-maximal effect.

SMILES	KDM4E inh	RGS12 GoLoco inh	TR SRC2 fluor cs	SMN2 splice enh	TRb SRC2 PPI	Lamin A splicing	RECQ1 inh	ALDH1A1 inh
CC(=O)Nc1cccc(C(=O)N/N=C/c2ccc(F)cc2)c1	-1%	5%	2%	27%[1.84 µM]	8%	-18%	-8%	4%
O=C(Nc1ccc(N2CCN(c3ncccc3C(F)(F)F)CC2)nc1)c1cccs1	-13%	16%	-4%	.	-1%	.	-10%	?
COc1ccc(CNCCNC(=O)c2nonc2N)cc1OC	-1%	0%	-1%	2%	-14%	-6%	-7%	-2%
Cc1ccc2nc3c(cc2c1)CN(Cc1ccco1)C(=NCC1CCCO1)S3 (configuration not stated)	-10%	6%	1%	12%	-10%	-14%	i	?
CCC(C)(C)C1CCC(=NNc2nc3ccccc3[nH]2)CC1 (configuration not stated)	-12%	1%	-1%	1%	8%	-7%	i	4%
Cc1[nH]c(=O)[nH]c1C(=O)CCCCC(=O)O	3%	2%	-2%	-1%	10%	-7%	-4%	6%
CCn1c(CSc2nc3ccccc3s2)nnc1SCC(=O)OC(C)(C)C	?	-1%	-2%	-20%	7%	?	-2%	-15%
CN(C)CCCNc1nc(-c2ccccc2)c2c(c1C#N)CC(C)(C)OC2	?	-7%	-1%	.	1%	.	12%	.
C[C@@H]1CC=C[C@H]2[C@H]1C(=O)N(Cc1ccccc1)[C@H]2c1ccc(F)c(Br)c1	12%	5%	1%	.	3%	.	?	.
Cc1ccc(S(=O)(=O)c2ccccc2)cc1S	4%	5%	0%	-34%[inhibitor]	12%	2%[46 µM]	-8%	?
COc1cccc(NC(=O)C2CCN(S(C)(=O)=O)CC2)c1	4%	-5%	-2%	29%	-6%	2%	-16%	18%
Nc1ncc(N=Nc2cc(C(=O)O)ccc2Cl)s1	25µM*	-2%	71µM*[quencher]	.	19%	.	?	.
CC(C)N1CCc2c(sc(NC(=S)NC(=O)c3ccccc3)c2C#N)C1	-5%	29%	5%	-1%	2%	-11%	1%	13µM*
Cn1c(COc2ccccc2)nnc1SCC(=O)Nc1ccc2c(c1)OCO2	4%	-1%	-2%	-18%	-11%	8%	3%	1%
Cc1ccc(NC(=S)NC(C)(C)C)c([N+](=O)[O-])c1	2%	2%	-1%	.	7%	.	-1%	.
COc1ccc(/C=C2\SC(=O)N(CCNC(=O)Cc3coc4cc(C)ccc34)C2=O)cc1OC	1%	42%[activator]	0%	-38%[inhibitor]	-2%	?	4%	?
C=CCn1c(SCC(=O)O)nnc1-c1cccc(Cl)c1	3%	5%	2%	5%	-10%	-7%	?	5%
Cc1cc(NC(=O)Cn2cnc3c(cnn3C(C)(C)C)c2=O)no1	4%	2%	-2%	10%	0%	-4%	-1%	2%
Cc1nc2ccccc2c(=O)n1N	?	4%	2%	5%	3%	-2%	-3%	-1%
CCOc1ccccc1NC(=O)c1cc(C(=O)Nc2ccccc2OCC)cc(N2C(=O)CCC2=O)c1	?	10%	0%	-11%	1%	?	i	-2%
CCn1c(COc2ccc(C(C)C)cc2)nnc1SCC(=O)Nc1nccs1	3%	13%	1%	5%	13%	4%	-4%	-1%
Cc1ccc(OCC(=O)O/N=C(\N)c2cccc([N+](=O)[O-])c2)cc1C	6%	3%	-3%	.	-6%	.	-8%	-3%
COC(=O)c1cc(NC2c3ccccc3C(=O)N2c2cccnc2)cc(C(=O)OC)c1 (configuration not stated)	?	8%	-9%	20%	2%	3%	-3%	-1%
Cc1ccc(S(=O)(=O)N(C)c2ccc(OCC(=O)Nc3nc(-c4ccccc4)cs3)cc2)cc1	9%	-1%	1%	24%[1.84 µM]	-8%	?	-10%	-3%
O=C(O)c1ccc2c3c(ncnc13)-c1ccccc1C2=O	?	18µM*	4%	-22%	-13%	?	i	-7%
CCOC(=O)C1(Cc2cccc(OC)c2)CCN(Cc2csc(C(C)=O)c2)CC1	-1%	21%	1%	.	3%	.	i	-5%
O=c1oc2c(CN3CCOCC3)c(O)c(Cl)cc2c2c1CCC2	?	-32%	-8%	10%	-3%	13%	6%	?
S=C(Nc1ccccc1)N1N=C(c2cccs2)CC1c1cccs1 (configuration not stated)	?	14%	1%	.	-1%	.	i	?
CC1=CC(c2ccc(Cl)cc2)n2nc(NC(=O)CCC(=O)O)nc2N1 (configuration not stated)	?	-6%	-2%	.	-6%	.	i	.
CCOC(=O)C1CCN(C(=O)c2cccnc2)CC1	15%	-1%	-2%	-1%	-4%	5%	-1%	7%
COc1ccc(NC(=O)Cc2c(C(=O)O)n(C)c3ccccc23)cc1OC	-11%	2%	-8%	.	1%	.	0%	2%
CNCc1ccccc1Sc1ccc(OC)c(OC)c1	-1%	0%	-4%	-3%	-5%	-8%	-4%	11%
COc1ccc(CN(C(=O)CSc2nnc(-c3ccccc3C)o2)c2ccc(F)cc2)cc1	0%	-5%	0%	-15%	-3%	?	i	2.5µM*
COCCCNC(=S)NNC(=O)c1cc(Cl)c(O)c(Cl)c1	-26%	-2%	-2%	.	4%	.	-16%	.
CC1(C)CC(=O)N(CC(=O)NCc2ccc(F)cc2)c2ccccc2S1(=O)=O	-4%	-2%	-1%	15%	-9%	1%	-3%	11%
Cc1ccccc1-n1nnnc1SC(C)C(=O)NC1CCCc2ccccc21 (configuration not stated)	-2%	0%	-62%	-7%	-9%	-14%	-13%	4.5µM*
O=C(CN1CCN(Cc2ccccc2)CC1)Nc1ccc([N+](=O)[O-])cc1C(=O)Nc1ccccc1F	-4%	2%	-4%	-30%[inhibitor]	1%	?	-5%	?
CCCCNC(=O)c1ccc2c(SCC(=O)O)c3c(nc2c1)CCCC3	3%	10%	-1%	-28%	-6%	0%	2%	?
O=C1NC(c2ccc(Cl)c([N+](=O)[O-])c2)Nc2ccccc21 (configuration not stated)	3%	3%	-1%	10%	-1%	.	i	2%
O=C(NCCCN1CCCC1=O)c1ccc2c(=O)n(-c3ccccc3F)c(=S)[nH]c2c1	?	11%	1%	-22%	-3%	1%[9.22 µM]	-5%	?
CCOC(=O)C1CCN(S(=O)(=O)c2ccc(-c3cc(C(F)(F)F)n(C)n3)s2)CC1	-1%	6%	-4%	.	1%	.	-12%	3%
Cc1ccc(CNc2cnccn2)cc1	?	10%	0%	-10%	1%	-4%	-7%	?
O=S1(=O)CCN(Cc2ccccn2)CC1	0%	-4%[14.2 µM]	-1%	-15%[9.22 µM]	3%	.	i	9%[13.5 µM]
COc1ccc(C)cc1NC(=O)CN1C(=O)c2cccc3cccc1c23	?	18%	2%	-14%	-9%	2%	-7%	?
COc1ccc(SCC(=O)Nc2ccc(N3CCN(C)CC3)c(F)c2)cc1	-3%	3%	-2%	-15%	-3%	?	-15%	8%
COc1ccc(C(=O)NC(=O)COC(=O)C2COc3ccccc3O2)cc1 (configuration not stated)	-8%	12%	-2%	13%	-11%	-5%	i	6%
CC(C)Nc1ccc(C(CC(N)=O)NC(=O)c2ccc(Br)cc2)cc1[N+](=O)[O-] (configuration not stated)	2%	4%	0%	.	6%	.	i	.
O=c1nc2cccc3c2=c(/c1=C(\O)c1ccccc1)c1ccccc1c3=O	-12%	14%	-3%	.	?	?	8%	0.63µM*
Cc1cccc(NC(=O)c2sc3nc4c(c(-c5cccs5)c3c2N)CN(C)CC4)c1	-8%	42%[activator]	0%	-18%	-2%	14%	-7%	14µM*
Cn1c(CN2CCCCC2)nc2cc(NS(=O)(=O)c3ccc(F)cc3)ccc21	22%	8%	1%	.	2%	17%[46 µM]	i	7%

The results go on:
SMILES	KDM4E inh	RGS12 GoLoco inh	TR SRC2 fluor cs	SMN2 splice enh	TRb SRC2 PPI	Lamin A splicing	RECQ1 inh	ALDH1A1 inh
Nn1c(SCc2cccc(Oc3ccccc3)c2)nnc1C(F)(F)F	-3%	-7%	-3%	-13%	-4%	-4%	-7%	11%
C=CCn1c(SC(C)C(=O)NC2(C#N)CCCCC2)nnc1-c1ccc(OC)cc1 (configuration not stated)	8%	6%	-7%	-11%	-3%	-2%	-3%	-13%
Cc1nc2c(c(=O)n1CCC1=CCCCC1)c1nc3ccccc3nc1n2/N=C/c1ccco1	?	36%[activator]	-28%	-20%	25%	-6%	28µM*	?
CCc1nc(N)c(C#N)c(-c2ccc(O)c(OC)c2)c1C	?	7%	2%	-4%	-3%	?	-7%	1%
COCCNC(=O)c1ccc2c(=O)n(Cc3ccco3)c(SCC(=O)NC3CCCCC3)nc2c1	2%	11%	-1%	-3%	-13%	9%	i	-14%
Cc1ccc(C(=O)/C=C/c2ccc(-c3ccccc3[N+](=O)[O-])o2)cc1	-19%	-4%	-3%	-1%	-16%	?	-2%	?
NS(=O)(=O)c1ccc(NC(=O)CN2CCN(S(=O)(=O)/C=C/c3ccccc3)CC2)cc1	0%	-6%	1%	.	1%	.	-4%	.
COc1ccc(CCNC2CC(C)N(C)CC2C)cc1OC (configuration not stated)	-6%	5%	-1%	13%	-2%	-7%	6%	2%
Cc1ccc(S(=O)(=O)N(C)Cc2ccc(C(=O)N/N=C3\CC(=O)CC(C)(C)C3)cc2)cc1	7%	-2%	0%	-12%	-5%	?	0%	0%
CO[C@@H]1COC(=O)C/C=C\[C@H](C)[C@H](OC)COC(=O)[C@H]2CCCN2C(=O)C/C=C\[C@H]1C	.	.	1%[11.2 µM]	.	0%[11.2 µM]	.	i[11.5 µM]	-3%[13.5 µM]

Source: PubChem

This is a subset; count on the stated rates, not on these rows.
